# NALP1 yeast inh – blocks the NALP1 inflammasome reconstituted in yeast. S. cerevisiae NALP1/ASC/caspase-1 growth, X-gal OD620, 72 h. inhibition, % at 10 µM. hit rate 0.61% among 280,000. AID 2071; in the data active means inhibition mostly above about 24%, no sharp cut-off; inactive means mostly below about 32%; further: some compounds called inactive have numbers as strong as hits
# IMP-1 inhibitor – blocks Pseudomonas aeruginosa IMP-1 metallo-beta-lactamase | inhibition, % at 5.6 µM | purified IMP-1, nitrocefin hydrolysis, epi-absorbance fluorescence | AID 1556 | hit rate 0.45% among 290,000;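 active means inhibition above the mean plus 3 SD of all compounds in the same screening run, cut at about 4.5% in these data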;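 further: 0% = IMP-1 with DMSO and 100% = DMSO wells lacking enzyme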
#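 System: Purified IMP-1 | Read-out basis: Percent enzyme inhibition | Controls: IMP-1 with DMSO as 0%, enzyme-free DMSO as 100% | Replicates: One well per compound | Doses: 5.6 µM nominal single concentration | Detection: Epi-absorbance fluorescence, 480 nm excitation, 530 nm emission | Incubation: 25 °C, 15 min preincubation, 25 min reaction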
# NS3 helicase inh – HCV NS3 helicase inhibition | hit rate 0.56% among 290,000 | inhibition, % at 10.9 µM | NS3 helicase DNA unwinding, Cy5 molecular beacon fluorescence | AID 1800;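 active means inhibition above the mean of all tested compounds plus 3 SD, set per campaign, cut at about 35% in these data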;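 further: 0% = DMSO wells and 100% = thioflavine S control wells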
#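 Material: hepatitis C virus NS3 helicase domain fragment enzyme; measured by: Cy5 fluorescence, 0 and 60 min reads; control set: DMSO and thioflavine S; incubation: 60 min unwinding reaction at 25 °C after ATP addition; read-out basis: % inhibition from 60/0 min fluorescence ratio, DMSO 0%, thioflavine S 100%; repeats: singlicate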
# M18AAP inhibitor – PfM18AAP enzyme inhibition; recombinant PfM18AAP, H-Glu-NHMec fluorogenic cleavage; AID 1822; hit rate 1.2% among 290,000; inhibition, % at 7.35 µM;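 active means inhibition above the campaign mean inhibition over all tested compounds plus 3 SD, cut at about 28% in these data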;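 further: 0% = plate median of test compound wells and 100% = 2 mM ZnCl2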
# VIM-2 inhibitor – inhibitors of Pseudomonas aeruginosa VIM-2 metallo-beta-lactamase. purified VIM-2, nitrocefin hydrolysis, epi-absorbance fluorescence. inhibition, % at 5.6 µM. hit rate 0.89% among 290,000. AID 1527;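 active means inhibition above the mean of all tested compounds plus 3 SD, cutoff set per screening run, cut at about 7.5% in these data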;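 further: red hydrolysis product quenches plate fluorescence so inhibitors raise well fluorescence; 0% = enzyme with DMSO and 100% = DMSO without enzyme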
# MEKK2 mut-MEK5 – signal of MEK5 binding to mutant human MEKK2 PB1 domain; bead flow cytometry, Alexa488-MEK5 binding to MEKK2 mutant; hit rate 0.35% among 290,000; percent response, % at 10 µM; AID 1530; in the data active means percent response above about 24%, passing the limit was not always enough; further: inactives centre near 1; some results filed as inactive read as strong as hits
# SUMO HTRF inh – inhibitors of human SUMOylation (UBC9) | inhibition, % at 35 µM | HTRF SUMOylation assay, SAE1/SAE2 + UBC9, in vitro | hit rate 0.36% among 290,000; in the data active means inhibition above about 50%, passing the limit was not always enough; further: strong numbers were not always called active
# Target sequence (P63279 whole entry, looked up): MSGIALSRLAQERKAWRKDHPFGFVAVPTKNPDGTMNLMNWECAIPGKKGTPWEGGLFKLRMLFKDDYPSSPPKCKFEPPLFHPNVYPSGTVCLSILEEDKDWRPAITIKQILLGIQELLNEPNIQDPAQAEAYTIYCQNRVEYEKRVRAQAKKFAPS
# MEKK2 WT-MEK5 – raises or lowers MEK5 binding to wildtype human MEKK2 PB1 domain | hit rate 1.1% among 290,000 | bead flow cytometry, Alexa488-MEK5 binding to MEKK2 WT; actives lie on both sides | Q9Y2U5 | binding response (% of control), % at 10 µM | AID 1531; in the data active means binding response below about 67% or above about 130%
# FID counter – displaces DNA intercalator in HCV helicase counter-screen. DNA fluorescent intercalator displacement, fluorescence. inhibition, % at 7.9 µM. hit rate 0.17% among 290,000. AID 1845; in the data active means inhibition above about 37%;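 further: 0% = vehicle and 100% = reference compound; higher means more ethidium bromide displaced from hairpin DNA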
# The depositor's hits bear a star; x = no result given. Compounds were not picked by outcome. Share with any hit: about 4.7%.
SMILES	NALP1 yeast inh	IMP-1 inhibitor	NS3 helicase inh	M18AAP inhibitor	VIM-2 inhibitor	MEKK2 mut-MEK5	SUMO HTRF inh	MEKK2 WT-MEK5	FID counter
Cc1ccc(S(=O)(=O)N2CCC(C(=O)OC(C)C(=O)NCc3ccccc3)CC2)cc1C (stereo not drawn)	18	-0.2	-3	-1	0.3	-4	-2	102	-36
CNc1cncc(C(=O)O)c1	0	-2.9	6	0	-2.4	x	14	x	2
O=C(CCc1c[nH]c2ccccc12)NCc1ccc2c(c1)OCO2	-3	0.9	-1	0	0.2	14	-2	102	2
CCOC(=O)C(NC(=O)CC)(N1CCc2ccccc2C1)C(F)(F)F (stereo not drawn)	-16	-2.2	6	3	-1.8	5	-19	108	5
NS(=O)(=O)c1ccc(NC(=O)CCC2CCCCC2)cc1	7	-1.1	-5	2	-2.5	-2	14	94	-3
N/C(Cc1cccs1)=N\OC(=O)COc1ccccc1	-14	-3.6	1	-2	-2.0	13	-6	98	0
CCOc1ccc2nc(SCc3cccc(C)c3)nc(C)c2c1	16	-3.4	-2	-4	-1.1	9	9	107	-5
O=C(NCc1nc2ccccc2[nH]1)C1CCCCC1	5	0.3	-10	5	1.8	-9	5	90	3
N#C/C(=C\c1ccco1)C(=O)Nc1cccc2ncccc12	26	0.4	0	10	2.4	10	-12	114	-5
O=C(NNC(=O)c1ccc2nonc2c1)Nc1ccc(Cl)cc1	x	-2.1	5	5	-2.8	2	-13	101	0
COC(=O)C1=C(N)Oc2cc(C)[nH]c(=O)c2C1c1cccnc1 (stereo not drawn)	-6	-1.9	-1	-4	0.9	-2	12	104	1
COc1ccccc1C(=O)Nc1c(C)n(C)n(-c2ccccc2)c1=O	-10	-2.4	-10	-2	-1.2	-3	-6	96	2
O=C(O)CN1C(=O)/C(=C/C=C/c2ccccc2)SC1=S	-3	-1.2	22	17	-1.8	3	17	101	-22
CCOC(=O)c1sc(NC(=O)C2CC2)nc1C	-2	-2.8	-7	-4	-0.4	8	22	109	1
CC1=[N+](C)N(c2ccccc2)C(=O)C1N=Cc1c(Cl)cccc1Cl (stereo not drawn)	9	-2.9	-4	0	-1.9	19	8	96	0
Nc1cc(C(F)(F)F)ccc1Nc1ccccc1	16	-2.2	-9	7	-2.1	3	-3	101	1
Cc1ccc(Cn2ncc(C)c2N)o1	-2	-2.9	6	2	-3.9	3	-1	99	-4
CCCc1cc(=O)[nH]c(SCc2csc(-c3ccccc3)n2)n1	13	-2.9	-3	-2	-0.8	2	8	97	-23
COc1cc(C(=O)COC(=O)CNC(=O)C2CCCCC2)cc(OC)c1OC	-3	-2.1	-1	2	-2.8	x	10	x	-12
COc1ccc(OC)c(C2C(C(=O)c3cc4ccccc4o3)=C(O)C(=O)N2c2cc(C)on2)c1 (stereo not drawn)	16	-0.7	37*	18	3.8	3	3	101	-17

# Reprinted from the part before: 2 compounds, then new ones.
SMILES	NALP1 yeast inh	IMP-1 inhibitor	NS3 helicase inh	M18AAP inhibitor	VIM-2 inhibitor	MEKK2 mut-MEK5	SUMO HTRF inh	MEKK2 WT-MEK5	FID counter
COc1cc(C(=O)COC(=O)CNC(=O)C2CCCCC2)cc(OC)c1OC	-3	-2.1	-1	2	-2.8	x	10	x	-12
COc1ccc(OC)c(C2C(C(=O)c3cc4ccccc4o3)=C(O)C(=O)N2c2cc(C)on2)c1 (stereo not drawn)	16	-0.7	37*	18	3.8	3	3	101	-17
CC(C)N(CCNCC(O)COc1ccc(C(C)(C)c2ccccc2)cc1)C(C)C (stereo not drawn)	14	-1.8	-59	-1	-2.9	29	-12	172*	42*
COc1ccccc1N1CCN(C(=O)C(C)CS(=O)(=O)c2ccc3c(c2)NC(=O)CS3)CC1 (stereo not drawn)	11	11*	6	-3	-2.9	-6	-2	98	-58
O=c1c(Cl)c(N2CCC3(CC2)OCCO3)cnn1C12CC3CC(CC(C3)C1)C2	x	0.3	-8	-5	-0.7	-8	-12	88	-32
COc1ccc(NC(=O)CSc2nc(SC)ns2)c(OC)c1	-10	0.4	16	-6	-0.6	0	15	101	-23
CCCCCC(O)(c1ccc(OC)cc1)C(CN1CCOCC1)c1ccccc1 (stereo not drawn)	0	2.3	-23	-2	-0.2	5	-11	109	-8
CCOC(=O)CCn1nnc(N)n1	-10	-4.5	-13	-3	-1.8	9	0	109	-1
O=C(Nc1ccc(-n2cnnn2)cc1)c1cn2ccccc2n1	-3	-2.0	-5	-1	-1.8	7	10	101	-2
COc1ccc([N+](=O)[O-])cc1C(=O)Nc1ccc(Cc2ccncc2)cc1	5	-3.5	-8	4	-3.4	-6	34	99	-6
O=C(/C=C/c1ccc(F)cc1)NNC(=O)CCN1CCN(Cc2ccccc2)CC1	11	-0.8	12	-6	-2.5	-6	-10	98	4
COc1ccccc1OCC(=O)NC1CCCc2ccccc21 (stereo not drawn)	11	-3.1	-2	2	-1.7	1	0	100	-29
CC(C)(C)c1ccc(C(=O)Nc2ccc(Cl)cc2)cc1	22	1.5	7	-7	-1.5	1	2	95	0
Cc1cc(C(=O)NCCCc2ccccc2)no1	-6	-0.5	5	10	-2.9	9	3	99	-2
COC(=O)c1ccc(CSc2nnc(NC(=O)c3cc4c(s3)CCCC4)s2)cc1	14	-3.7	-1	13	-1.9	7	4	106	-4
O=C(CCC(=O)NNC(=O)Nc1ccc(Cl)cc1)NCc1ccccc1	-31	-2.5	1	0	1.0	-3	-4	99	-2
COc1ccccc1NC(=O)NNC(=O)CCN1CCOCC1	-3	-4.1	2	-3	-2.6	9	-5	105	0
O=C(NC(=S)NNC(=O)c1cc2ccccc2cc1O)c1ccco1	-33	-3.1	35	20	-1.9	-5	-36	95	-8
O=C(NC12CC3CC(CC(C3)C1)C2)N1CCC(O)CC1	16	-2.8	-1	3	-2.8	8	0	105	0
Cc1nc(C(=O)N2CCCC(Nc3ccc(C)c(C)c3)C2)cs1 (stereo not drawn)	-4	-2.4	4	1	0.5	1	14	100	-15
COc1ccc(N(Cc2cc3cc(OC)ccc3[nH]c2=O)S(C)(=O)=O)cc1	8	-2.4	-2	2	-2.0	-8	10	92	-16
Cc1cccc(-c2cc(C(=O)N3CCCc4ccccc43)c3ccccc3n2)c1	32	-5.2	-8	1	-3.8	12	5	108	-17

SMILES	NALP1 yeast inh	IMP-1 inhibitor	NS3 helicase inh	M18AAP inhibitor	VIM-2 inhibitor	MEKK2 mut-MEK5	SUMO HTRF inh	MEKK2 WT-MEK5	FID counter
CCOc1ccc(S(=O)(=O)Nc2ccncc2)c(C)c1C	-11	-3.6	-9	-5	-4.6	-1	3	109	7
CS(=O)(=O)c1cccc(S(=O)(=O)N2CCN(c3ccccn3)CC2)c1	-8	-2.9	-6	1	-2.6	6	4	108	-3
COn1c(SCc2cccnc2)nc2ccccc2c1=O	7	-3.8	1	-1	0.7	7	22	101	-8
Cc1sc2nc(C(C)Nc3ccccc3N3CCOCC3)[nH]c(=O)c2c1C (stereo not drawn)	0	1.0	2	-1	0.7	4	8	99	-18
COc1ccc2[nH]c(C)c(CCNC(=S)Nc3ccc(C)cc3)c2c1	36	-1.3	4	-7	-1.0	-12	-26	75	-20
Cc1c(C(=O)Nc2ccc(C(=O)Nc3ccccc3)cc2)cccc1[N+](=O)[O-]	3	0.8	8	0	-0.4	-2	-5	99	0
COc1cccc(C2=NOC(C(=O)Nc3ccc(OC)c(OC)c3)C2)c1 (stereo not drawn)	10	-1.5	-2	-8	2.2	4	11	97	-14
O=C(CSc1nnc(-c2cccs2)o1)N1CCCCC1	34	-3.9	-9	-1	-0.3	0	7	100	-8
Cc1ccccc1NC(=O)COC(=O)CCc1nc2ccccc2c(=O)[nH]1	-10	-1.7	2	6	-3.3	-4	0	99	-1
O=C1CC(c2ccc(F)cc2)Sc2ccccc2N1 (stereo not drawn)	3	-6.2	1	1	-3.8	1	16	103	-5
CC(=O)[C@@]1(O)C(C)CC2C3C=C(C)C4=Cc5c(cnn5-c5ccccc5)C[C@]4(C)C3C(O)C[C@@]21C (stereo partly drawn)	14	-2.5	-31	2	-1.8	-2	0	90	-29
c1ccc(COc2ccc(Nc3ncnc4nc[nH]c34)cc2)cc1	-2	-5.0	-8	6	-4.8	1	6	106	-2
CCOC(=O)c1cnc2ccccc2c1NCc1ccco1	10	-2.2	6	20	0.4	18	-11	103	-1
Cc1ccsc1/C=N/n1c(-c2cc(-c3ccccc3)n[nH]2)n[nH]c1=S	0	-4.3	7	1	-2.9	-2	40	97	-6
Cc1ccc(Cl)cc1N1CCN(S(=O)(=O)N2CCCCC2)CC1	20	-0.4	-11	-8	0.0	-28	14	71	-18
Cc1cccc(N2CCN(C(=O)C3(S(=O)(=O)c4ccc(Cl)cc4)CC3)CC2)c1C	2	-5.0	-6	-1	-1.3	-3	-13	94	2
COc1ccccc1NC(=O)/C(=N/OCc1ccc(C#N)cc1)C(C)=O	-7	-0.6	3	-3	-0.1	-8	10	84	-5
COc1ccc(C)cc1NC(=O)c1ccc(CN2CCc3ccccc3C2)cc1	26	1.4	-34	-19	1.8	1	-6	103	4
CCCc1cc(=O)oc2c(C)c(OCC(=O)NCCCn3ccnc3)ccc12	17	-1.2	-13	3	16*	-3	4	98	-3
COC(=O)c1ccc(-c2ccc(OC)c([C@H]3[C@H]4C=CC[C@@H](C)[C@@H]4C(=O)N3Cc3ccccc3)c2)cc1	-14	x	x	x	x	-3	-1	90	x

SMILES	NALP1 yeast inh	IMP-1 inhibitor	NS3 helicase inh	M18AAP inhibitor	VIM-2 inhibitor	MEKK2 mut-MEK5	SUMO HTRF inh	MEKK2 WT-MEK5	FID counter
CCN1CCN(C(c2cc(OC)ccc2OC)c2nnnn2Cc2ccccc2)CC1 (stereo not drawn)	13	-1.6	-5	2	0.1	8	-23	119	10
O=S(=O)(c1cccc2cccnc12)N1CCc2ccccc21	33	-0.3	-4	0	-1.0	6	10	103	-10
CC(=O)Nc1ccc(/C=N/Nc2nncc3ccccc23)cc1	-10	2.5	17	19	0.2	-2	10	99	-4
CCN(c1ccccc1)S(=O)(=O)c1nnc(NC(=O)c2ccccc2OC)s1	17	-0.9	-18	4	-0.2	1	-4	102	-26
O=C(NCCOC(=O)c1ccc(C(=O)OCCNC(=O)c2ccccc2)o1)c1ccccc1	2	-1.9	-4	-11	-0.5	3	7	102	-24
CCCOc1ccc(C(=O)NCC2OCCc3ccccc32)cc1OC (stereo not drawn)	6	-2.2	6	-1	0.5	-11	-6	90	-28
CCN(CC)c1ccc(/C=C2\CCC(/C=N/NC(=O)c3ccc(=O)n(C)c3)=C2N2CCOCC2)cc1	29	-0.1	31	13	-0.6	0	-13	87	-15
N#C/C(=C\c1ccc(O)c(O)c1)C(=O)NCCCc1ccccc1	11	-4.7	10	34*	-3.8	2	-22	94	-5
CSc1nsc(SC)c1C(N)=O	-4	-1.4	7	5	-2.8	1	17	97	0
CC(CCc1ccccc1)NC(=O)C1CCN(c2nnc(-n3cccc3)s2)CC1 (stereo not drawn)	21	-1.4	-8	-1	-2.5	7	-6	112	-22

# Screening results (PubChem)
